# From PubChem BioAssay
# SENP8 block-1: human SENP8 protease inhibitors, primary screen, biochemical, fluorescence, Nedd8 protein substrate, uHTS; Sentrin-specific protease 8 (Homo sapiens), Q96LD8; inhibition, % at 20 µM; actives 0.64% (n = 360,000); recombinant SENP8; AID 602440, 2012; in the data active = inhibition mostly above about 40%, no sharp cut-off; inactive = mostly below about 27%
# Target sequence (Q96LD8 whole entry, looked up): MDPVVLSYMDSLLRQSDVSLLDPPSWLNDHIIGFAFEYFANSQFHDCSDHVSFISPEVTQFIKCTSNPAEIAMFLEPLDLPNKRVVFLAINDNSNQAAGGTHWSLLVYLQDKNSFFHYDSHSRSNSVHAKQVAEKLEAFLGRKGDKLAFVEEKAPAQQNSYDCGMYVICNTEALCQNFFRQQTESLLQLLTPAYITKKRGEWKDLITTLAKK
# A3G deaminase: APOBEC3G DNA deaminase inhibitors, primary screen, biochemical, fluorescence, single-stranded DNA substrate, uHTS; DNA dC->dU-editing enzyme APOBEC-3G (Homo sapiens), Q9HC16; recombinant A3G, ssDNA deamination FAM/TAMRA fluorescence; inhibition, % at 20 µM; actives 0.28% (n = 330,000); AID 493012, 2011;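 active = inhibition of at least 40% at 20 µM, with no more than 30% in the related APOBEC3A deaminase screen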;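 note: plate controls were DMSO wells with A3G for no effect and wells lacking A3G enzyme for full effect; some compounds called inactive have numbers as strong as hits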
# Target sequence (Q9HC16 whole entry, looked up): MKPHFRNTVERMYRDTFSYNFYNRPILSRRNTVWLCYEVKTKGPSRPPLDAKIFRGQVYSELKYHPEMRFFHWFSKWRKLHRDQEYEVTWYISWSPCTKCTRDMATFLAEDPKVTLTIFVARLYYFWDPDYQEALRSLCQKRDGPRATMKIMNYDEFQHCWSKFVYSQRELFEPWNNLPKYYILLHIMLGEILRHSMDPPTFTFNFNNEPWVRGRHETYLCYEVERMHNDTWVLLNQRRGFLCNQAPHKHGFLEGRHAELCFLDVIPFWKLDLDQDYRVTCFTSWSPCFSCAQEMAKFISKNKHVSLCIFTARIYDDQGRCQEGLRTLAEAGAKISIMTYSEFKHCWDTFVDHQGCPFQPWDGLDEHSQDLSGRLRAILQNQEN
# SENP6 block: SENP6 protease inhibitors, primary screen, biochemical, luminescence, uHTS. Recombinant SENP6 catalytic domain, aminoluciferin luminescence. Sentrin-specific protease 6 (Homo sapiens), Q9GZR1. actives 1.8% (n = 330,000). AID 2599, 2010. inhibition, % at 10 µM;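 active = inhibition above about 50% at the single tested dose, limit read from the data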;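 note: plate controls were DMSO wells with enzyme for no effect and DMSO wells lacking enzyme for full effect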
# SENP1 inh: human SENP1 catalytic domain inhibitors, primary screen, biochemical, FRET, uHTS | inhibition, % at 10 µM | recombinant SENP1 catalytic domain, CyPet-SUMO1-YPet FRET cleavage | AID 624204, 2012 | actives 0.21% (n = 360,000);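 active = inhibition at least 30% at 10 µM, raw YFP signal under a set limit, fluorescence ratio 0.5 to 1.5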;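 note: 0% = enzyme with DMSO and 100% = no enzyme wells; some results filed as inactive read as strong as hits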
#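 Assay system – human recombinant His6-tagged SENP1 catalytic domain enzyme · Input – SENP1 enzyme, 20 pM final · Buffer or medium – Tris pH 8 buffer plus EDTA, NaCl, BME, BSA, NP40, catalase · Schedule – 50 min reaction at room temperature · Technique – FRET read of cyan and yellow fluorescence · Control set – no-enzyme wells low, DMSO-plus-enzyme wells high control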
# SENP7 inh: SENP7 protease inhibitors, primary screen, biochemical, luminescence, uHTS; inhibition, % at 5 µM; AID 434973, 2010; actives 1.5% (n = 330,000); Sentrin-specific protease 7 (Homo sapiens), Q9BQF6; recombinant SENP7, Z-RLRGG-aminoluciferin luminescence, 40 min;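 active = inhibition above about 50% at the single test dose, limit read from the data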;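 note: plate controls were DMSO with enzyme for no effect and no enzyme buffer wells for full effect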
# Target sequence (Q9BQF6 706-1050 limits assumed): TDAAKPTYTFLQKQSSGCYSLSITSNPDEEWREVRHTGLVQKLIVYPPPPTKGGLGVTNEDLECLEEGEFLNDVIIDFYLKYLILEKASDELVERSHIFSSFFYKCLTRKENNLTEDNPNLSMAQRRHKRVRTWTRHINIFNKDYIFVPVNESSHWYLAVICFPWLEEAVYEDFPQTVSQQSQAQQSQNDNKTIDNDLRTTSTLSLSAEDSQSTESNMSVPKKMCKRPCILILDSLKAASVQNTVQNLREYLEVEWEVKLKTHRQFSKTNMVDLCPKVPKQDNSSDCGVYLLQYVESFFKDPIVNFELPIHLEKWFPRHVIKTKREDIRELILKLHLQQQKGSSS
# UBC13 polyUb: UBC13 polyubiquitin chain formation inhibitors, primary screen, biochemical, TR-FRET, uHTS. Ubiquitin-conjugating enzyme E2 N (Homo sapiens), P61088. inhibition, % at 20 µM. AID 485273, 2010. actives 0.47% (n = 330,000); in the data active = inhibition above about 45%, passing the limit was not always enough
# Apaf-1 inh: inhibitors of human Apaf-1 apoptosome, primary screen, biochemical, DEVD-Rh110 fluorescence, uHTS. Apoptotic protease-activating factor 1 (Homo sapiens), O14727. reconstituted apoptosome caspase-3 activity. inhibition, % at 20 µM. actives 0.71% (n = 330,000). AID 489030, 2010; active = inhibition of at least 40% at 20 µM;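 note: plate controls were DMSO wells for no effect and DEVD-CHO caspase inhibitor wells for full effect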
#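 Assay system – apoptosome proteins · Medium – Hepes buffer, pH 7.5 · Also added – cytochrome c with DEVD-Rh110 · Timing – 30 min compound preincubation, 50 min activation, room temperature · Detection – Rh110 fluorescence, excitation 480 nm, emission 540 nm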
# SENP8 block-2: SENP8 protease inhibitors, primary screen, biochemical, luminescence. Sentrin-specific protease 8 (Homo sapiens), Q96LD8. AID 2540, 2010. purified SENP8, Z-RLRGG-aminoluciferin cleavage. actives 1.2% (n = 330,000). inhibition, % at 10 µM; in the data active = inhibition above about 50%
# Active calls of the source: *; i = inactive; · = no result given.
SMILES,SENP8 block-1,A3G deaminase,SENP6 block,SENP1 inh,SENP7 inh,UBC13 polyUb,Apaf-1 inh,SENP8 block-2
CCS(=O)(=O)N1Cc2ccccc2CC1C(=O)Nc1ccc(F)cc1 (stereo unspecified),12,1,-13,-1,2,-16,-5,-6
COc1ccccc1C(=O)N(Cc1nc(-c2ccc(Cl)cc2)no1)C(C)C,4,1,5,-1,3,12,21,5
CCO[C@H]1OC(C(=O)NCc2nc3ccccc3[nH]2)=C[C@@H](C2CCCCC2)[C@@H]1CCCO,-1,-2,-10,1,2,11,16,-6
COc1ccc(S(=O)(=O)n2nc(-c3ccc(Cl)cc3)cc2N)cc1,24,-5,-19,1,-7,-7,4,-9
Cc1onc(-c2ccccc2Cl)c1C(=O)N1CCOC12CCN(c1cccc(F)n1)CC2,5,-6,9,-1,8,6,5,0
CC(CN1CCOCC1)(NS(=O)(=O)c1ccccc1)c1ccccc1 (stereo unspecified),19,-7,5,2,3,-6,-23,2
O=C1CSc2ccc(S(=O)(=O)NCc3ccc(F)cc3)cc2N1,8,3,9,0,2,-6,16,0
COc1ccc(Cl)cc1N1C(=O)/C(=C\c2sccc2C)N=C1SCC(=O)NC1CC1,-4,-2,11,-115,-2,-10,22,-2
CSC(=CC(=O)c1ccccc1)SC,14,-7,14,-1,9,2,-8,-8
CCc1cc2c(=O)n(Cc3ccccc3)c(SC3CCOC3=O)nc2s1 (stereo unspecified),12,1,3,1,9,-4,14,0
O=C(NC(NC(=S)N1CCOCC1)C(Cl)(Cl)Cl)c1cccc2ccccc12 (stereo unspecified),5,-8,-2,0,-1,6,4,-2
O=C(O)C1CCCCC1C(=O)N1CCCC1 (stereo unspecified),3,1,7,1,5,-2,-6,3
CC1Cc2ccccc2N1S(=O)(=O)c1cccc(C(=O)NCC(c2ccco2)N2CCCC2)c1 (stereo unspecified),-4,-9,-12,-14,0,5,18,15
O=C(NCCCN1CCCC1=O)C1CCN(S(=O)(=O)c2cc(C(F)(F)F)ccc2Cl)CC1,16,-5,4,1,3,17,-9,-1
O=c1[nH]c2ccc(Br)cc2c(-c2ccccc2)c1N1CCOCC1,-238,-2,1,0,10,38,30,-4

# Complete entries, quoted from the list. Values in the order: SENP8 block-1 | A3G deaminase | SENP6 block | SENP1 inh | SENP7 inh | UBC13 polyUb | Apaf-1 inh | SENP8 block-2
# Entry for `CC(CN1CCOCC1)(NS(=O)(=O)c1ccccc1)c1ccccc1` (stereo unspecified) = 19 | -7 | 5 | 2 | 3 | -6 | -23 | 2
# Entry for `CCc1cc2c(=O)n(Cc3ccccc3)c(SC3CCOC3=O)nc2s1` (stereo unspecified) = 12 | 1 | 3 | 1 | 9 | -4 | 14 | 0
# Entry for `O=C(NCCCN1CCCC1=O)C1CCN(S(=O)(=O)c2cc(C(F)(F)F)ccc2Cl)CC1` = 16 | -5 | 4 | 1 | 3 | 17 | -9 | -1
# Entry for `O=C(O)C1CCCCC1C(=O)N1CCCC1` (stereo unspecified) = 3 | 1 | 7 | 1 | 5 | -2 | -6 | 3
# Entry for `CCO[C@H]1OC(C(=O)NCc2nc3ccccc3[nH]2)=C[C@@H](C2CCCCC2)[C@@H]1CCCO` = -1 | -2 | -10 | 1 | 2 | 11 | 16 | -6

# Carrying on.
SMILES,SENP8 block-1,A3G deaminase,SENP6 block,SENP1 inh,SENP7 inh,UBC13 polyUb,Apaf-1 inh,SENP8 block-2
COc1ccc(OC)c(/C=C2\Oc3cc(OCC(=O)N4CCC(C(=O)O)CC4)ccc3C2=O)c1,-174,-6,5,-17,-6,-33,-6,0
COc1nc(NCCC2=CCCCC2)nc(OC)n1,16,-8,-16,1,2,8,2,-3
CCSc1nnc(NC(=O)C2CC2c2ccccc2)s1 (stereo unspecified),11,-3,-5,1,7,6,-8,3
COC(=O)c1sc(NC(=O)c2cc3c(s2)CCCC3)nc1C,-221,-8,23,-3,80*,14,-2,35
CCN(CC)C(=O)Cn1nnc(-c2ccc(C)o2)n1,4,-6,11,-2,1,2,-10,5
CCC(=O)Nn1c(C2CCC2)nc2ccccc2c1=O,8,-7,-2,3,3,2,-16,-3
CCCc1cc(=O)oc2c(C)c(OC(C)C(=O)NCCN3CCOCC3)ccc12 (stereo unspecified),-100,-9,-19,-1,-4,6,-2,-9
CCOc1ccc(-c2nnc(Nc3ccc(OC)c(C(=O)N4CCCCC4)c3)c3ccccc23)cc1,-112,-2,5,-3,-6,-8,32,-4
O=c1c2cnn(-c3ccccc3)c2ncn1Cc1ccccn1,25,-4,-35,2,4,6,0,-7
O=C(CSc1nnc2ccccn12)NNC(=O)c1ccc(Cl)cc1,-13,-8,-17,0,-11,-4,-2,-5
CCc1ccc(Nc2nc(N3CCOCC3)nc(N3CCOCC3)n2)cc1,11,-2,1,0,-2,-2,7,-1
O=C(c1cccc([N+](=O)[O-])c1)N1CCN(c2n[nH]c(=O)[nH]c2=O)CC1,25,0,-16,0,4,5,-18,4
CC1CCCC(C)N1C(=O)COC(=O)COc1ccc(C#N)cc1 (stereo unspecified),16,3,6,3,8,-4,4,-4
O=C(NCC1CCCC(CNC(=O)Nc2ccc(Cl)cn2)C1)Nc1ccc(Cl)cn1 (stereo unspecified),7,0,-3,-1,1,7,30,-1
CSc1ccccc1NC(=O)N1CCCC(C(=O)c2ccc3c(c2)OCO3)C1 (stereo unspecified),-6,-9,2,0,1,7,-26,3
C=CCn1c(N)cc(=O)nc1SC(CC)C(=O)Nc1ccc(C(C)=O)cc1 (stereo unspecified),2,-10,-9,-3,-6,-3,9,-16
Cc1ccc(NC(=O)/C(=C\c2ccc3c(c2)OCO3)NC(=O)c2ccco2)cc1,19,-8,-5,3,6,-3,2,2
CCOC(=O)C1=CN(Cc2ccco2)S(=O)(=O)NC1c1ccc(F)c(Cl)c1 (stereo unspecified),1,2,·,-3,5,·,18,·
O=C(COC(=O)c1cccc(S(=O)(=O)N2CCc3ccccc3C2)c1)NCc1ccco1,28,6,1,-1,9,-7,9,7
Cc1onc(-c2ccccc2)c1C(=O)N/N=C/c1c[nH]c2ccccc12,14,-5,3,0,-9,5,5,-4
CC1(NC(=O)CCS(=O)(=O)c2ccc(Cl)cc2)CCS(=O)(=O)C1 (stereo unspecified),12,-7,-2,4,-10,-8,11,-10
CCc1ccc(C(=O)N2CCN(S(=O)(=O)c3sc(C(=O)O)c(C)c3C(=O)O)CC2)cc1,3,-8,-21,0,-8,-10,5,-12
CCOC(=O)c1sc(NC(=O)CC)c(C#N)c1C,18,-3,-8,1,6,5,-5,-2
CCN(CC)C(=O)N1CCC(NC(=O)c2ccc(C(C)(C)C)cc2)CC1,2,-12,24,-1,-13,-8,7,2
CCOC(=O)CSc1ccc(-c2nc3ccccc3[nH]2)cn1,i,-9,27,-1,15,-14,17,-4
Cc1ccc(O)c(NC(=O)c2noc(C(C)C)c2[N+](=O)[O-])c1,8,-4,-16,3,-3,7,-9,-5
Cc1cccc(NC(=O)CSCC(=O)N2CCCc3ccccc32)c1,-1,7,-9,0,12,0,13,-11
Cc1ccc(S(=O)(=O)NCCNC(=O)c2ccc(C)nc2)cc1,13,-9,0,-3,3,3,-1,0
C/C(=C\C(=O)c1ccc(Cl)s1)N(C)C,23,-6,-3,1,6,12,-9,-9
CCC1(C)Cc2[nH]c(=O)c(C#N)cc2CO1 (stereo unspecified),-389,-4,-9,2,2,16,-9,2

# 6 consecutive compounds already listed, quoted:
SMILES,SENP8 block-1,A3G deaminase,SENP6 block,SENP1 inh,SENP7 inh,UBC13 polyUb,Apaf-1 inh,SENP8 block-2
C=CCn1c(N)cc(=O)nc1SC(CC)C(=O)Nc1ccc(C(C)=O)cc1 (stereo unspecified),2,-10,-9,-3,-6,-3,9,-16
Cc1ccc(NC(=O)/C(=C\c2ccc3c(c2)OCO3)NC(=O)c2ccco2)cc1,19,-8,-5,3,6,-3,2,2
CCOC(=O)C1=CN(Cc2ccco2)S(=O)(=O)NC1c1ccc(F)c(Cl)c1 (stereo unspecified),1,2,·,-3,5,·,18,·
O=C(COC(=O)c1cccc(S(=O)(=O)N2CCc3ccccc3C2)c1)NCc1ccco1,28,6,1,-1,9,-7,9,7
Cc1onc(-c2ccccc2)c1C(=O)N/N=C/c1c[nH]c2ccccc12,14,-5,3,0,-9,5,5,-4
CC1(NC(=O)CCS(=O)(=O)c2ccc(Cl)cc2)CCS(=O)(=O)C1 (stereo unspecified),12,-7,-2,4,-10,-8,11,-10

# Next entries follow.
SMILES,SENP8 block-1,A3G deaminase,SENP6 block,SENP1 inh,SENP7 inh,UBC13 polyUb,Apaf-1 inh,SENP8 block-2
O=C(Nc1ccc(N2CCOCC2)cc1)C1CC(=O)N(c2ccc(F)cc2)C1 (stereo unspecified),3,2,-17,3,-5,-4,0,-8
CCSc1nnc(NC(=O)c2csc(C)c2)s1,-30,-1,-5,2,27,2,-1,-10
CCN(CC)c1ccc(S(=O)(=O)N2CCOCC2)cc1NC(=O)CN1CCc2ccccc2C1,10,-5,7,1,-1,8,8,8
O=C(c1cccc(F)c1)N1CCN=C1SCc1cccnc1,0,-4,-3,1,-2,1,-2,-10
COc1ccc(-c2nnc(SC)nc2-c2ccc(OC)c([N+](=O)[O-])c2)cc1[N+](=O)[O-],49*,5,-13,-2,-6,-15,36,-1
CC(C)(C)[C@H]1C=C(C(=O)Nc2ccccc2)O[C@@H](OCc2ccc(CO)cc2)C1,21,-7,-10,2,14,5,15,-6
CC(C)(C)OC(=O)C[C@@H]1C/C=C\C[C@H](CC(=O)NCCO)C(=O)N[C@@H](c2ccccc2)COC1=O,1,-3,8,1,3,-1,5,-3
Cc1ccc2cc(CCNS(=O)(=O)c3ccc(F)cc3)c(=O)[nH]c2c1,-29,-9,-22,2,-14,2,5,-8
CCc1ccc(Nc2n[n+](-c3ccccc3)c(-c3cccc(Cl)c3Cl)s2)cc1,23,2,4,-2,-6,17,23,-1
CCN(CC)C(=O)c1cccc(C)c1,4,-7,-6,1,5,13,-9,4
CCN(CC)S(=O)(=O)c1ccc(-c2nnc(SC)o2)cc1,16,0,7,1,2,-2,5,8
O=C(N/N=C/c1c(O)n(Cc2ccccc2)c(=O)c2ccccc12)c1cccnc1,-232,-5,43,-34,31,10,30,8
Clc1ccc(-c2cc(CSc3ccccc3)on2)cc1,21,2,5,2,25,5,1,-7
Cc1cnc(NC(=O)CSc2nnc(C)n2N)s1,18,-3,-3,0,0,4,2,0
Cc1ccc(NC(=O)c2sccc2-n2cccc2)c(C)c1,-2,-9,2,0,-11,-7,22,6
